TNAP inhibition – inhibition of tissue-nonspecific alkaline phosphatase – biochemical, luminescent (AID 518) | purified TNAP enzyme, luminescent substrate readout; higher % means a stronger effect | inhibition, % at 20 µM; hits with a dose series show IC50 in µM | 64,000 tested, 0.09% active; in the data active means a potency from the dose series; inactive means the rest, 99 in 100 with inhibition below about 22%;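 further: plate controls were vehicle for no effect and reference inhibitor for full effect; many of its hits are not listed in these tables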
PMK inhibit – inhibitors of Streptococcus pneumoniae phosphomevalonate kinase. 65,000 tested, 0.49% active. AID 539. inhibition, % at 10 µM. purified PMK, PK/LDH-coupled NADH absorbance 340 nm;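 active means top-ranked compounds by inhibition in the single 10 µM screen, taking a fixed number of the strongest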;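 further: 0% = full reaction with DMSO carrier and 100% = background rate without enzyme reaction; no value below 0 was filed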
LYP inhibition – LYP phosphatase inhibitors, primary screen, biochemical, DiFMUP fluorescence, recombinant catalytic domain, 10 µM (AID 606); recombinant LYP catalytic domain, DiFMUP fluorescence; higher % means a stronger effect; one-dose inhibition, % at 10 µM; IC50 in µM for titrated hits; 52,000 tested, under 10 active;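 active means IC50 under 40 µM in the dose-response test; inactive means IC50 of 40 µM or more, or never dose-tested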
DPM-DC inhibit – inhibitors of Streptococcus pneumoniae diphosphomevalonate decarboxylase. calls only at 10 µM. purified DPM-DC, PK/LDH coupled NADH fluorescence. AID 556. 65,000 tested, 0.49% active;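 active means the 320 compounds with the highest percent inhibition in the single-dose primary screen, excluding strongly autofluorescent ones, cut at about 32% in these data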;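 further: kinetic rate of NADH fluorescence loss reporting ADP formed by the decarboxylase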
KRASV12 cytotoxicity – cytotoxicity in KRAS-transformed pancreatic duct cells, primary screen, cell-based, fluorescence, HTS (AID 431); HPDE-C7K KRASV12 cells, Alamar Blue viability, 48 h; higher % means a stronger effect; cytotoxicity, % at 10 µM, or EC50 in µM where a hit was titrated; 63,000 tested, 1.7% active;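 active means compounds whose percent cytotoxicity in the single-dose primary screen, scaled between solvent and toxic-drug controls, exceeds 50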;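 further: 0% = DMSO solvent wells and 100% = doxorubicin-treated wells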
HT1080 cytotoxicity – cytotoxicity in HT1080 fibrosarcoma cells, cell-based, fluorescence readout (AID 620); HT1080 viability, fluorescence; higher % means a stronger effect; 87,000 tested, 0.42% active; cytotoxicity, % at 10 µM, or EC50 in µM where a hit was titrated;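 further: cells exposed to compound overnight then 4 h with Alamar Blue; 0% = vehicle DMSO and 100% = killing control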
Bfl-1 displacement – displacement of Bid BH3 peptide from Bfl-1 – biochemical, fluorescence polarization, FITC-Bid, mouse, primary screen (AID 432). FITC-Bid BH3 peptide fluorescence polarization displacement; higher % means a stronger effect. displacement, % at 20 µM, or IC50 in µM where a hit was titrated. 64,000 tested, 0.02% active; in the data active means a potency from the dose series; inactive means the rest, 99 in 100 with displacement below about 15%; further: strong numbers were not always called active
HPDE-C7 viability – cytotoxicity in HPDE-C7 cells, cell-based, fluorescence, HTS (AID 430); 63,000 tested, 1.8% active; one-dose cytotoxicity, % at 10 µM; EC50 in µM for titrated hits; HPDE-C7 pancreatic duct cells viability, fluorescence; higher % means a stronger effect;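 further: cells exposed to compound for 48 hours before viability readout; 0% = vehicle and 100% = reference cytotoxic drug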
Spn MK inh – blocks S. pneumoniae mevalonate kinase; purified MK, PK/LDH-coupled NADH absorbance 340 nm; inhibition, % at 10 µM; 65,000 tested, 0.48% active; AID 555;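 active means ranked among the strongest by inhibition in the single 10 µM screen, a fixed top-ranked set picked for dose follow-up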; further: no value below 0 was filed
PMK inhibit pilot replicates – also measured in PMK inhibit; calls as there; inhibition, %; measured here: pilot screen replicates
Spn MK inh pilot replicates – further read-out of Spn MK inh, marked with its call; inhibition, %; measured here: pilot screen replicates
DPM-DC inhibit pilot screen % – second read-out of DPM-DC inhibit, no call of its own (marks repeat the call); inhibition, %; measured here: pilot screen trials
Active calls of the source: *; i = inactive; . = no result given. Unless noted, no stated cut-off is given here; in the data, active means cytotoxicity above about 50%; inactive means the rest.

SMILES	TNAP inhibition	PMK inhibit	LYP inhibition	DPM-DC inhibit	KRASV12 cytotoxicity	HT1080 cytotoxicity	Bfl-1 displacement	HPDE-C7 viability	Spn MK inh	others
COCCn1c(=O)[nH]c2cc(C(=O)NCCCN3CCN(c4ccc(F)cc4)CC3)ccc2c1=O	14%	0	.	i	-2%	4%	1%	5%	0	PMK inhibit pilot replicates=2.0;Spn MK inh pilot replicates=4.5;DPM-DC inhibit pilot screen %=3.5
Cc1cc(SCC(=O)Nc2c(C)n(C)n(-c3ccccc3)c2=O)n2c(nc3ccccc32)c1C#N	.	6	11%	i	.	-1%	.	.	13
COc1ccc(-n2c(C)cc(C(=O)Cn3c(NCCO)nc4ccccc43)c2C)cc1	6%	11	.	i	24%	-6%	-6%	-7%	2
COc1ccc(-c2cn3ccsc3n2)cc1	14%	3	7%	i	40%	10%	2%	31%	10
C=CCSC1=C(C#N)C2(CCCCC2)C(C#N)C(=O)N1 (stereo not given)	7%	0	10%	i	0%	10%	4%	-17%	12
CC(=O)c1cc(F)c(N2CCCC2)cc1C	5%	0	0%	i	-6%	-7%	-2%	-4%	6
Cc1cccc(Nc2nc(NC(C)C)nc(Oc3ccc(=O)n(C)n3)n2)c1	13%	12	10%	i	-23%	30%	-10%	-11%	11
CCc1nnc(NC(=O)CSc2nnc(Cc3ccccc3)o2)s1	7%	12	21%	i	6%	2%	-2%	2%	8
CS(=O)(=O)Nc1nnc(Cc2ccccc2)s1	0%	2	1%	i	-10%	-13%	0%	2%	1
CN(C)C(=O)Cn1c(SCC(=O)N2CCCc3ccccc32)nc2ccccc21	7%	8	.	i	-1%	6%	-6%	-7%	6
COc1cc2ccccc2cc1C(=O)Nc1ccc(N2CCN(C)CC2)cc1	6%	12	.	i	66%*	30%	0%	37%	10
CS(=O)(=O)c1ccc2nc(NC(=O)C3COc4ccccc4O3)sc2c1 (stereo not given)	10%	13	0%	i	1%	-2%	0%	-16%	0
O=S(=O)(c1cccc(-c2nnc(-c3ccc(Br)cc3)o2)c1)N1CCCCCC1	13%	0	4%	i	-4%	.	1%	-9%	8
Cc1cc(C)n(CC(=O)n2nc(C)cc2C)n1	13%	3	.	i	5%	-4%	-5%	-8%	6
CCOC(=O)C1=C(C)NC(=O)NC1c1cc(C)sc1C (stereo not given)	-7%	6	7%	i	-12%	-1%	2%	-14%	7
CCc1c(C)sc(NC(=O)c2ccco2)c1C(=O)N1CCCCC1	3%	12	-17%	i	5%	-2%	6%	1%	11
C=C(C)Cn1c(C2CC(=O)N(Cc3ccccc3)C2)nc2ccccc21 (stereo not given)	1%	6	0%	i	-4%	3%	-2%	-4%	2
CCc1nnc(NC(=O)CSc2nnc(CSc3nc(C)cc(C)n3)n2CC)s1	18%	2	12%	i	1%	-1%	-8%	-8%	12	PMK inhibit pilot replicates=0.0;Spn MK inh pilot replicates=6.0;DPM-DC inhibit pilot screen %=0.0
CCCn1cc(S(=O)(=O)CC(=O)N2CCc3ccccc32)c2ccccc21	-2%	0	8%	i	10%	3%	3%	1%	6
CCCn1c(NCc2ccc(C)o2)nc2ccccc21	16%	16	10%	i	-7%	0%	0%	5%	0
Cc1cc(C)c2ccc(C)[n+]([O-])c2c1O	10%	0	12%	i	-6%	1%	-3%	-5%	0
Cc1sc2nc(SCC(=O)NCCOCCO)n(C)c(=O)c2c1C	5%	0	10%	i	8%	0%	1%	-8%	5
COC(=O)CCCC[C@H]1SC[C@H]2NC(=O)N[C@]21O	8%	14	-1%	i	2%	-6%	0%	-2%	0
CC12COC3(C(=O)N4CCN(c5ccccn5)CC4)CC1CCC32C (stereo not given)	-1%	0	.	i	-15%	-9%	0%	-16%	10
CC1=C(C(=O)OC2CCCCC2)C(c2cccnc2)n2ncnc2N1 (stereo not given)	13%	18	-3%	i	-8%	4%	0%	-2%	3	PMK inhibit pilot replicates=6.5;Spn MK inh pilot replicates=0.0;DPM-DC inhibit pilot screen %=3.0

2 entries picked at random from those above:
SMILES	TNAP inhibition	PMK inhibit	LYP inhibition	DPM-DC inhibit	KRASV12 cytotoxicity	HT1080 cytotoxicity	Bfl-1 displacement	HPDE-C7 viability	Spn MK inh	others
CCc1nnc(NC(=O)CSc2nnc(Cc3ccccc3)o2)s1	7%	12	21%	i	6%	2%	-2%	2%	8
COc1ccc(-n2c(C)cc(C(=O)Cn3c(NCCO)nc4ccccc43)c2C)cc1	6%	11	.	i	24%	-6%	-6%	-7%	2

Next section
SMILES	TNAP inhibition	PMK inhibit	LYP inhibition	DPM-DC inhibit	KRASV12 cytotoxicity	HT1080 cytotoxicity	Bfl-1 displacement	HPDE-C7 viability	Spn MK inh	others
CC(=O)C1=C(O)C(=O)N(CCc2c[nH]c3ccccc23)C1c1ccco1 (stereo not given)	5%	17	.	i	4%	-3%	4%	-2%	6
CN1CCN(C(=O)c2ccccc2NC(=O)Cc2ccccc2)CC1	4%	17	13%	i	-9%	3%	-8%	5%	10
C=CCn1c(SCC(=O)N2CCN(c3ccc(F)cc3)CC2)nnc1-c1ccco1	-2%	2	18%	i	-1%	.	-2%	-10%	5
CCc1cc2c(NCCC(=O)O)nc(C)nc2s1	8%	4	14%	i	17%	2%	8%	-2%	4	PMK inhibit pilot replicates=1.0;Spn MK inh pilot replicates=2.5;DPM-DC inhibit pilot screen %=2.5
O=C(NCc1ccco1)c1cc(-c2ccccc2)c(N2CCOCC2)s1	12%	13	4%	i	7%	-4%	-6%	-11%	1
COc1ccccc1N(CC(=O)Nc1ccccc1C(=O)NC(C)C)S(C)(=O)=O	12%	0	3%	i	1%	2%	-3%	3%	3
Cc1cc(Nc2ccccc2F)n2ncnc2n1	17%	4	8%	i	12%	-5%	5%	3%	9	PMK inhibit pilot replicates=0.0;Spn MK inh pilot replicates=0.0;DPM-DC inhibit pilot screen %=0.0
Cc1ccccc1NC(=O)c1nc[nH]c1C(=O)NCc1ccccc1	4%	4	-7%	i	-20%	3%	-9%	-22%	6
Cc1ccc(C(=O)Nc2ncc3c(n2)CC(c2ccco2)CC3=O)cc1 (stereo not given)	13%	10	11%	i	24%	-18%	-2%	12%	7
COc1ccc(Nc2cc(C(=O)NCCCN3CCN(C)CC3)c3ccccc3n2)cc1OC	8%	3	2%	i	-19%	-2%	-3%	-28%	0
O=C1C2CCC(C(O)C2)N1Cc1ccccc1 (stereo not given)	5%	1	.	i	-7%	8%	-2%	5%	11
N#Cc1cc2c(=O)n3ccccc3nc2n(CCCn2ccnc2)c1=N	14%	14	.	i	7%	4%	-4%	1%	3
COc1ccc(NC(=O)c2ccco2)cc1NC(=O)c1cccnc1	5%	0	3%	i	-9%	2%	6%	-4%	11
CCOc1cccc(N2C(=O)CC(N3CCC(C(N)=O)(N4CCCCC4)CC3)C2=O)c1 (stereo not given)	10%	3	4%	i	-1%	-7%	-9%	4%	0
O=C(NCCCN1CCN(c2cccc(Cl)c2)CC1)c1nc(-c2ccncc2)no1	0%	0	15%	i	2%	.	7%	2%	0
CC(C)NC(=O)Cn1nnc(-c2cccc(NC(=O)c3ccccc3F)c2)n1	6%	9	5%	i	-5%	1%	-9%	-2%	5
CCc1ccccc1N1CCN(S(=O)(=O)c2ccc(F)c(C)c2)CC1	1%	0	10%	i	-7%	5%	-11%	-1%	11
Cc1cc(/C(=N/O)C(C)(C)NO)ccc1Cl	6%	13	7%	i	6%	-8%	5%	-4%	1
Cc1nc(-c2ccc(NC(=O)c3cccs3)cc2)cs1	15%	1	1%	i	10%	4%	1%	11%	8	PMK inhibit pilot replicates=5.5;Spn MK inh pilot replicates=1.5;DPM-DC inhibit pilot screen %=0.5
O=C(CN(c1ccc(F)cc1)S(=O)(=O)c1ccc2c(c1)OCCO2)N1CCOCC1	15%	8	3%	i	1%	0%	-4%	-3%	0
O=C(O)CCc1ccc(-c2cccs2)n1CC1CCCO1 (stereo not given)	2%	1	8%	i	-7%	-1%	-3%	-7%	5
Cc1ccc(N2CCN(S(=O)(=O)c3ccc(F)c(C)c3)CC2)c(C)c1	8%	0	6%	i	10%	-7%	0%	8%	8
CC1(C)Cc2nc(NCCCO)c(C#N)cc2CO1	-2%	4	.	.	0%	4%	-3%	8%	0
CSc1snc(SCC(N)=O)c1C#N	4%	6	6%	i	-20%	10%	-22%	-16%	0
Cn1c(N2CCCCC2)nc2c1c(=O)n(Cc1cccc(Br)c1)c(=O)n2C	-2%	2	-14%	i	-15%	10%	-3%	-16%	10

11 entries from above, sorted by count of non-hydrogen atoms, smallest number first:
SMILES	TNAP inhibition	PMK inhibit	LYP inhibition	DPM-DC inhibit	KRASV12 cytotoxicity	HT1080 cytotoxicity	Bfl-1 displacement	HPDE-C7 viability	Spn MK inh	others
Cc1cc(C)c2ccc(C)[n+]([O-])c2c1O	10%	0	12%	i	-6%	1%	-3%	-5%	0
Cc1cc(/C(=N/O)C(C)(C)NO)ccc1Cl	6%	13	7%	i	6%	-8%	5%	-4%	1
CS(=O)(=O)Nc1nnc(Cc2ccccc2)s1	0%	2	1%	i	-10%	-13%	0%	2%	1
Cc1cc(Nc2ccccc2F)n2ncnc2n1	17%	4	8%	i	12%	-5%	5%	3%	9	PMK inhibit pilot replicates=0.0;Spn MK inh pilot replicates=0.0;DPM-DC inhibit pilot screen %=0.0
CCOC(=O)C1=C(C)NC(=O)NC1c1cc(C)sc1C (stereo not given)	-7%	6	7%	i	-12%	-1%	2%	-14%	7
O=C(O)CCc1ccc(-c2cccs2)n1CC1CCCO1 (stereo not given)	2%	1	8%	i	-7%	-1%	-3%	-7%	5
Cc1ccccc1NC(=O)c1nc[nH]c1C(=O)NCc1ccccc1	4%	4	-7%	i	-20%	3%	-9%	-22%	6
CS(=O)(=O)c1ccc2nc(NC(=O)C3COc4ccccc4O3)sc2c1 (stereo not given)	10%	13	0%	i	1%	-2%	0%	-16%	0
CCCn1cc(S(=O)(=O)CC(=O)N2CCc3ccccc32)c2ccccc21	-2%	0	8%	i	10%	3%	3%	1%	6
CCc1nnc(NC(=O)CSc2nnc(CSc3nc(C)cc(C)n3)n2CC)s1	18%	2	12%	i	1%	-1%	-8%	-8%	12	PMK inhibit pilot replicates=0.0;Spn MK inh pilot replicates=6.0;DPM-DC inhibit pilot screen %=0.0
C=CCn1c(SCC(=O)N2CCN(c3ccc(F)cc3)CC2)nnc1-c1ccco1	-2%	2	18%	i	-1%	.	-2%	-10%	5

Source: PubChem
